Screening results: PubChem BioAssay, several laboratories
HSF1 inh = HSF1 inhibitors in luciferase reporter cells, primary screen, cell-based, NIH3T3, luminescence | NIH3T3-HGL HSE-luciferase, MG132-induced, luminescence 8 h; active compounds read low | 300,000 compounds, 0.77% hits | activity change, negative = inhibition, % at 7.5 µM (by protocol);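 active = more than half of replicate wells show activity change below -50%, luminescence cut by over half; inconclusive = some wells, but at most half, below -50%; inactive = no replicate well below -50%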;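 also: luciferase reports HSF-1 transcriptional activity via heat shock element; 0% = median of DMSO wells and -100% = zero luminescence signal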
AI-2 QS modul = Vibrio harveyi AI-2 quorum sensing modulators, primary screen, JMH597 strain, luminescence/OD600 ratio | Vibrio harveyi JMH597 AI-2 luminescence/OD600 ratio, 9 h; active compounds read low; strain lacks LuxN and CqsS sensors; 0 = neutral-control median | activity change, % at 7.5 µM | 300,000 compounds, 0.4% hits; in the data active = activity change below about -75%, passing the limit was not always enough; inconclusive = no clear call, values can overlap the other calls;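 also: luminescence divided by OD600 gain over 9 h not by final OD600 alone; inactives centre near 13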
GSK3B inh = human GSK3beta kinase inhibitors, primary screen, biochemical, cell-free homogeneous, HTS; Glycogen synthase kinase-3 beta (Homo sapiens), P49841; GST-GSK3beta kinase, ADP-Glo luminescence, 60 min; active compounds read low; activity score (negative = inhibition), % at 10 µM; 300,000 compounds, 0.038% hits; AID 2097, 2009;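 active = more than half of replicate wells score below -50%, meaning over 50% inhibition versus plate controls; inconclusive = some replicates but at most half score below -50%; inactive = no replicate scores below -50%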;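 also: 0% = median DMSO wells and -100% = median GW8510 positive control wells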
Target sequence (P49841 whole entry, looked up): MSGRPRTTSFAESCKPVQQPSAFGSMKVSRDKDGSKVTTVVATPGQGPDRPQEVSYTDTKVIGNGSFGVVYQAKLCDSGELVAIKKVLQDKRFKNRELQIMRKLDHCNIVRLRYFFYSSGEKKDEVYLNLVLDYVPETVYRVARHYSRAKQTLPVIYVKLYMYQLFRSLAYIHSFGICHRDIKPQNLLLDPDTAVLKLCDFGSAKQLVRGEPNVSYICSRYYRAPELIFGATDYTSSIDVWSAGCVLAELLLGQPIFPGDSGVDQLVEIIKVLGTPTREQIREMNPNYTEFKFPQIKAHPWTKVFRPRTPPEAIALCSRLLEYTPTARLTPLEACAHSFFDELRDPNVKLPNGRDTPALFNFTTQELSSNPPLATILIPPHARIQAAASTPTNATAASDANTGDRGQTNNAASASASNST
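Test system – GST-tagged human GSK3beta kinase, cell-free · Incubation – 60 min enzyme reaction, room temperature · Signal – ADP-Glo luminescence · Also added – peptide substrate and ATP at 25 µM · Controls – DMSO neutral wells and GW8510 at 20 µM as positive · Buffer or medium – Tris/MgCl2 kinase buffer · Measure – Luminescence-derived activity versus plate DMSO and GW8510 wells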
DYRK1A inh = rat Dyrk1A kinase inhibitors, primary screen, biochemical, single point, plate reader. ADP-Glo luminescence, NFATc1 peptide. Dual specificity tyrosine-phosphorylation-regulated kinase 1A (Rattus norvegicus), Q63470. inhibition, % at 12.5 µM. 310,000 compounds, 0.43% hits. AID 504441, 2011; in the data active = inhibition above about 50%;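 also: plate controls were vehicle with enzyme for no effect and no enzyme for full effect; many of its hits are not listed in these tables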
Platelet DG rel = inhibitors of platelet dense granule secretion, primary screen, cell-based, MLPCN, human platelets. AID 1663, 2009. human platelet-rich plasma, SFLLRN dense granule ATP release, luminescence. inhibition, %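 (compounds screened at 7.5 µM in platelet-rich plasma)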. 300,000 compounds, 0.22% hits;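 active = mean replicate score, as percent of positive control, at or above 50; inconclusive = mean below 50 but at least one replicate at or above 50; inactive = mean and every replicate below 50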
HSP90 inh = HSP90 inhibitors, primary screen, cell lysate, luminescence; 290,000 compounds, 0.91% hits; Rabbit reticulocyte lysate, luciferase refolding luminescence, 3 h; inhibition, % at 5.6 µM; Heat shock protein HSP 90 (rabbit reticulocyte lysate; luciferase refolding);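 active = inhibition above the screen-wide mean plus 3 SD, computed separately per campaign, cut at about 16% in these data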;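 also: 0% = DMSO wells and 100% = 60 µM geldanamycin wells; inhibitors lower the luminescence because luciferase stays unfolded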
PolyA inh = polyadenylation inhibitors in yeast reporter cells, primary screen, luminescence, S. cerevisiae; S. cerevisiae SKY197-pL101 polyadenylation reporter, beta-gal luminescence; efflux-impaired pdr1/pdr3 knockout yeast; score 100 = 6 SD above DMSO; calls only at 12 µM; 300,000 compounds, 0.02% hits; AID 1875, 2009;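 active = lowest replicate activity score at least 50, where 100 means six control SD above control mean; inconclusive = lowest score under 50 but half or more replicates reach 50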;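 also: yeast exposed to compound for 9 h at 30 °C; higher score means more reporter readthrough which indicates perturbed polyadenylation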
HSF1 activator = HSF-1 activators, primary screen, NIH3T3-HGL cells, MG132 stress, luminescence, single point | NIH3T3-HGL HSF-1 luciferase reporter, 8 h; 100% = twice DMSO control signal | activation, % at 9 µM | 300,000 compounds, 1.7% hits | AID 504408, 2011;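 active = mean replicate activation of at least 50% with a set share of replicates each reaching 50%; inconclusive = only one of those two conditions met; inactive = mean below 50% and too few replicates reaching it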;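 also: 0% = median of the neutral control wells and 100% = twice that signal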
HDAC3 inhib = HDAC3 deacetylase inhibitors, primary screen, biochemical, fluorescence, cell-free homogeneous; Histone deacetylase 3 (Homo sapiens), O15379; recombinant HDAC3, fluorogenic peptide/trypsin coupled; inhibition, % at 8.3 µM; 320,000 compounds, 0.15% hits; in the data active = inhibition above about 26%, passing the limit was not always enough; inconclusive = no clear call, values can overlap the other calls
GSK3 alpha inh = blockers of GSK3A enzyme activity – biochemical, luminescence, cell-free homogeneous, HTS, primary screen; Glycogen synthase kinase-3 alpha (Homo sapiens), P49840; GSK-3 alpha kinase, ADP-Glo luminescence, 60 min; inhibition, % at 10 µM; 320,000 compounds, 0.1% hits;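 in the data active = inhibition above about 50%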;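 also: GST-tagged GSK-3 alpha with peptide substrate and 25 µM ATP; 0% = DMSO neutral wells and 100% = GW8510 positive control wells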
Target sequence (P49840 whole entry, looked up): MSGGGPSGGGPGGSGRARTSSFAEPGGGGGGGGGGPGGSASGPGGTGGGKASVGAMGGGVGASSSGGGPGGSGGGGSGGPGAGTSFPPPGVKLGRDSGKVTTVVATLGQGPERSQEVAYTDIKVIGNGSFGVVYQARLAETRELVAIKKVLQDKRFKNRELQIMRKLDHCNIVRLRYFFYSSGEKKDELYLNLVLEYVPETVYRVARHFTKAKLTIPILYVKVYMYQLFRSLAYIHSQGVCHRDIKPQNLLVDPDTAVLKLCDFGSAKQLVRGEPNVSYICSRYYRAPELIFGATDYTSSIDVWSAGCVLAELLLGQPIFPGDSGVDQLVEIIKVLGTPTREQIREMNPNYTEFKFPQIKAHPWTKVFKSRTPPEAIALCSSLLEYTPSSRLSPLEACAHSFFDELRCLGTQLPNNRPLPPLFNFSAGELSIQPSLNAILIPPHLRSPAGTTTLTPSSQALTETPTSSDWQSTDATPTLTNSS
The depositor's hits bear a star; i = inactive; ? = inconclusive; / = no result given.

HSF1 inh,AI-2 QS modul,GSK3B inh,DYRK1A inh,Platelet DG rel,HSP90 inh,PolyA inh,HSF1 activator,HDAC3 inhib,GSK3 alpha inh,smiles
3,6,1,-8,2,-5,i,6,-7,1,CS(=O)(=O)c1cccc(C(=O)Nc2ccccc2Cc2ccccc2)c1
4,7,-3,6,-7,2,i,-7,3,1,COC(=O)c1cc2ccsc2n1CC(=O)N(C)C1CCCCC1
-1,3,4,2,0,-1,i,3,1,-2,C[C@H](O)CC1=C[C@H](O)[C@@H](C)OC1=O
-2,21,-2,-2,-18,3,i,0,-4,-1,CCCOc1ccc(N2CC(C(=O)Nc3ccccc3C(=O)NCc3ccco3)CC2=O)cc1 (centres undefined)
-4,23,2,4,-1,-1,i,2,-9,-3,CCc1c(C)nc(SCC(=O)N2CCCCC2C)[nH]c1=O (centres undefined)
4,12,-1,-1,-11,-2,i,6,2,-1,O=C(CN(C1CCCCC1)S(=O)(=O)c1ccccc1)NCc1ccco1
-3,13,2,5,-6,-9,i,-4,4,-7,O=[N+]([O-])c1cc(Br)c(OCc2nnc(-c3ccccc3)o2)c(Br)c1
-8,28,-5,4,10,1,i,4,0,-2,O=c1cc(CN2CCc3ccccc3C2)nc2sccn12
-2,18,-3,1,-2,-2,i,6,2,0,O=C(CCN1CCCCO1)N1CCCC(Nc2ccc(F)c(F)c2)C1 (centres undefined)
-35,46,3,1,5,2,i,-35,/,/,O=C(CCc1ccccc1)NC(c1cccs1)c1cc(Cl)c2cccnc2c1O (centres undefined)
-2,17,11,-2,-9,/,i,-6,-1,3,Cc1ccccc1OCC(=O)NNC(=O)c1ccc2c(=O)n3c(nc2c1)CCC3
-9,8,2,/,4,-1,i,-3,21,0,NC(=S)N/N=C/c1coc2ccc(F)cc2c1=O
-10,17,0,-9,-7,2,i,11,-2,4,CCN(Cc1ccccc1)C(=O)C1CCN(C(=O)Nc2ccccc2)CC1
-5,21,-1,-1,8,0,i,-11,-5,-2,Cc1ccc(-c2nnc(SCC(=O)Nc3nc4c(s3)CCCC4)n2C)cc1
6,20,1,-3,-7,-2,i,40,2,-1,O=C(CSc1nnc2ccccn12)c1ccc(Cl)cc1
2,25,2,-1,0,4,i,3,1,-1,COc1cc(NC(=O)NCc2ccncc2)cc(OC)c1OC
0,56,5,-4,4,-5,i,0,-4,4,Cn1c(Cn2c(=O)sc3ccccc32)nnc1SCC(=O)NCCc1ccccc1
1,4,1,-2,1,/,i,-12,0,-1,COc1ccc(-c2cc(C(=O)NNC(=O)c3csc(N4CCOCC4)n3)c3ccccc3n2)cc1
5,16,4,1,7,6,i,0,2,2,N=C1/C(=C/c2cccn2CCOc2ccccc2)C(=O)N=C2SC=C(c3ccccc3)N12
3,26,-2,1,2,/,i,-11,6,0,COc1ccc(-c2csc(NC(C)c3nc4cc(Cl)c(N5CCCCC5)cc4n3CCOCCO)n2)cc1 (centres undefined)
-3,-9,-6,2,-8,4,i,7,11,-2,CC(C)Nc1nc(Oc2cccc(Cl)c2Cl)cc(C(F)(F)F)n1
15,-4,0,4,-24,3,i,33,7,1,CCOc1ccccc1NC(=S)Nc1ccccc1F
0,-42,-5,5,-2,2,i,-11,2,-2,O=S(=O)(NCCCc1ccccc1)c1ccc(F)c(F)c1
11,18,0,-4,1,6,i,10,-2,-2,Cc1ccc(C(C(=O)NC2CCCC2)N(Cc2ccc(F)cc2)C(=O)c2snc(C(N)=O)c2N)o1 (centres undefined)
-1,11,0,/,-26,/,/,-2,2,0,COc1ccccc1C(=O)NCC(=O)NCC1(N2CCCCC2)CCCCC1
7,9,-2,3,-3,2,i,12,5,2,CC(=O)NC(CC(=O)N(Cc1ccccc1)c1cccc(C)c1)c1ccccc1 (centres undefined)
-2,18,3,/,-1,8,i,1,4,-1,O=C(CC1Nc2c3ccccc3nc(=S)n2C1=O)NC1CCCCC1 (centres undefined)
7,9,0,0,0,3,i,-5,-3,-3,COc1ccc(-c2c(C#Cc3ccsc3)c3ccccc3n2C)cc1
7,11,2,43,2,0,i,1,-5,2,COc1ccc(C(=O)Nc2cccc3nc(C)ccc23)c(OC)c1
-6,-1,4,3,6,3,i,6,-2,1,Cc1ccc2c(C(=O)CN3CCCCC3CCO)c(C)[nH]c2c1 (centres undefined)

Later entries
HSF1 inh,AI-2 QS modul,GSK3B inh,DYRK1A inh,Platelet DG rel,HSP90 inh,PolyA inh,HSF1 activator,HDAC3 inhib,GSK3 alpha inh,smiles
-7,8,-2,0,4,0,i,-6,-1,-1,O=C(N/N=C/c1ccncc1)NC1CCCCC1
15,4,-1,13,-2,6,i,19,-2,-5,CN(CCC1CCOCC1)Cc1cn[nH]c1-c1ccc(-c2ccccc2)cc1
-8,37,-2,-5,-5,-3,i,6,-5,-3,COc1ccc(Cl)cc1NC(=O)CN1CCN(S(=O)(=O)N2CCC(C)CC2)CC1
0,/,/,15,1,4,/,-14,2,0,C=CCN(C(=O)CCC(=O)Nc1cc(C)on1)C(C(=O)NC1CCCC1)c1cccnc1 (centres undefined)
3,16,2,/,6,0,i,8,-10,-3,CNC(=O)/C(C#N)=C/c1c(N2CCN(c3cccc(Cl)c3)CC2)nc2c(C)cccn2c1=O
5,12,-2,2,?,1,i,10,1,-4,O=C(/C=C/c1ccccc1)NCC1(c2ccccc2)CCOCC1
0,9,-3,1,5,4,i,-3,-6,0,CN(c1ccccc1C(=O)Nc1ccc2c(c1)n(C)c(=O)n2C)S(C)(=O)=O
2,3,3,-1,2,2,i,6,1,3,O=C(/C=C/c1ccccc1)OCCCCN=C1NS(=O)(=O)c2ccccc21
-24,23,1,-1,1,-3,i,-43,0,0,CCn1cc(C(=O)N2CCc3ccccc32)c(=O)c2cc(S(=O)(=O)N3CCOCC3)ccc21
-26,2,-5,0,-5,3,i,-36,-1,-10,CCS(=O)(=O)c1c([N+](=O)[O-])ncn1C
4,31,3,/,11,-1,i,4,-4,2,COc1ccccc1C1CCN(c2ccc(CO)cc2[N+](=O)[O-])CC1
-58*,20,1,-1,1,/,i,-69,1,-3,Cc1noc(C)c1CSCC(=O)Nc1ccc(S(=O)(=O)C(F)F)cc1
4,19,-3,0,8,4,i,-15,-4,-1,CCC(C)(c1ccc(C=O)s1)c1ccc(C=O)s1
21,41,3,0,6,8,i,18,/,/,N/C(=N\OC(=O)Cc1ccc([N+](=O)[O-])cc1)c1ccccn1
-9,28,0,8,-13,2,i,15,4,-23,COC(=O)CC1=C(C(=O)OC)C(c2cccc(OCC(N)=O)c2)C(C#N)=C(N)O1 (centres undefined)
12,29,-1,-6,-21,5,i,-2,/,-2,Cc1ccc2[nH]c3c(=O)n(Cc4ccco4)cnc3c2c1
-6,17,-2,11,-4,/,i,-2,0,-5,O=C(O)c1cc(O)c2c(c1)[C@@H]([C@H]1c3cc(C(=O)O)cc(O)c3C(=O)c3c(O[C@@H]4O[C@H](CO)[C@@H](O)[C@H](O)[C@H]4O)cccc31)c1cccc(OC3O[C@H](CO)[C@@H](O)[C@H](O)[C@H]3O)c1C2=O (some centres undefined)
8,-3,-3,-11,-2,-2,i,20,-3,-1,Cc1cc(SCC(=O)Nc2ccccc2)n2ncc(-c3ccccc3)c2n1

Structural class, the compounds so far containing fluorine
HSF1 inh,AI-2 QS modul,GSK3B inh,DYRK1A inh,Platelet DG rel,HSP90 inh,PolyA inh,HSF1 activator,HDAC3 inhib,GSK3 alpha inh,smiles
-2,18,-3,1,-2,-2,i,6,2,0,O=C(CCN1CCCCO1)N1CCCC(Nc2ccc(F)c(F)c2)C1 (centres undefined)
-9,8,2,/,4,-1,i,-3,21,0,NC(=S)N/N=C/c1coc2ccc(F)cc2c1=O
-3,-9,-6,2,-8,4,i,7,11,-2,CC(C)Nc1nc(Oc2cccc(Cl)c2Cl)cc(C(F)(F)F)n1
15,-4,0,4,-24,3,i,33,7,1,CCOc1ccccc1NC(=S)Nc1ccccc1F
0,-42,-5,5,-2,2,i,-11,2,-2,O=S(=O)(NCCCc1ccccc1)c1ccc(F)c(F)c1
11,18,0,-4,1,6,i,10,-2,-2,Cc1ccc(C(C(=O)NC2CCCC2)N(Cc2ccc(F)cc2)C(=O)c2snc(C(N)=O)c2N)o1 (centres undefined)
-58*,20,1,-1,1,/,i,-69,1,-3,Cc1noc(C)c1CSCC(=O)Nc1ccc(S(=O)(=O)C(F)F)cc1

A portion of the library (hit frequency here may not be typical).
